# USP2a block – qHTS Assay for Inhibitors of Ubiquitin-specific Protease USP2a Using CHOP2 as the Reporter. Potency, µM (doses to about 38.3 µM), without a hit: top-dose activity change, negative = inhibition, actives largely listed as inhibitors. AID 463254, 2010. Ubiquitin carboxyl-terminal hydrolase 2 (Homo sapiens), O75604. USP2 core, Ub-CHOP2 coupled fluorogenic reporter, 485/531. actives 0.01% (n = 330,000);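 also: potency is read from the fitted curve at half-maximal effect; plate controls were DMSO wells for no effect and full inhibition by NEM control for full effect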
#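 Deubiquitinase activity read as fluorescence (485/531 nm) after Ub-CHOP2 cleavage activates the enterokinase reporter on its substrate; USP2 core 10nM, Ub-CHOP2 and substrate 25nM each, 30min compound preincubation then 60min RT; data normalized to NEM, curves fitted.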
# Eya2 phos inh – qHTS Assay for Inhibitors of the Phosphatase Activity of Eya2; Protein phosphatase EYA2 (Homo sapiens), O00167; recombinant Eya2, OMFP fluorescence dephosphorylation (OMFP is methylfluorescein phosphate); Potency, µM (series often up to 76.9 µM), without a hit: at the top dose activity, negative = inhibition, usual class: inhibitors; actives 0.006% (n = 330,000); AID 488837, 2010; also: potency is read from the fitted curve at half-maximal effect; % is scaled to controls: 0 for no effect and ±100 for the full control effect
# Target sequence (O00167 whole entry, looked up): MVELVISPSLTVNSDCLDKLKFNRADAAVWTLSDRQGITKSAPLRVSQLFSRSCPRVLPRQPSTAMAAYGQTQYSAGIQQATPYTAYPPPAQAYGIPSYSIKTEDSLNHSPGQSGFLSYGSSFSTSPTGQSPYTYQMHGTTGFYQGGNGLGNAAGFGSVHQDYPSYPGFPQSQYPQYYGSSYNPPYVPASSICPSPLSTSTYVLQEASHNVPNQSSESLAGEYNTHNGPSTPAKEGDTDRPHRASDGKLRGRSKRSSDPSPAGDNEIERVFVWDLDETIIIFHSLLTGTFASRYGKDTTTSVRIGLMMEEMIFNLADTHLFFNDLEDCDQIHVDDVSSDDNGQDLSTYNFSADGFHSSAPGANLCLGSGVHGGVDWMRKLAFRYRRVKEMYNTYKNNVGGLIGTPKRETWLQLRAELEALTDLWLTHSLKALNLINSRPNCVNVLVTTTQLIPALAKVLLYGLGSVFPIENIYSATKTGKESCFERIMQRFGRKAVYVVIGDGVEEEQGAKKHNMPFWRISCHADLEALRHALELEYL
#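 Eya2 (0.2 uM) preincubated 10 min at ambient with compound, then OMFP substrate added at 50 uM; 10 min reaction in 50 mM HEPES pH 7.5, 50 mM NaCl, 5 uM MgCl2, 0.05% BSA, 1 mM DTT. Fluorescence read at Ex 485/Em 525 nm.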
# p53 reactivator – qHTS assay for re-activators of p53 using a Luc reporter; AID 504706, 2011; Potency, µM (titrated, usually from 92.2 µM), without a hit: at the highest dose activity change, positive = activation, most hits filed as activators; actives 0.063% (n = 320,000); H1299 p53-A138V BP100-luciferase reporter, luminescence, 24 h; also: potency is read from the fitted curve at half-maximal effect; % of control where 0% means no effect; nearly all actives have a fitted effect of over 45% in size
#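 H1299 (p53-null), stable ts p53-A138V + BP100-Luc; 1000 cells/well, Opti-MEM/10% FBS; cpd 4 pt, 1:5; 24 h, 37 deg C, 5% CO2; detection reagent 10 min RT; luminescence.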
# TRPV1 ag – HTS Assay for Compounds that Act as Agonists of the Vanilloid Receptor 1. Transient receptor potential cation channel subfamily V member 1 (Homo sapiens), Q8NER1. TRPV1-expressing cells, Fluo-8 calcium influx, agonist mode. activation, % at 8.33 µM. actives 0.19% (n = 320,000). AID 540275, 2011; in the data active = activation above about 80%; inconclusive = between about 30% and that limit; also: 0% is about no effect
#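 Fluo-8 calcium influx in TRPV1-expressing cells, kinetic read (ex 480/em 520 nm). Compound added and read 3 min for agonist activity, followed by capsaicin at EC20 final and 2 min further read for enhancement.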
# Integrin act MD – qHTS for Activators of Integrin-Mediated Alleviation for Muscular Dystrophy. alpha7betagal myoblasts, beta-gal FDG fluorescence, 48 h. Potency, µM (highest dose often 38.3 µM), for inactives: top-dose activation, most hits filed as activators. actives 0.064% (n = 350,000);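 also: potency is read from the fitted curve at half-maximal effect; 100% = response of the positive control SU9516; nearly all actives have a fitted effect of over 60% in size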
#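 alpha7betagal+/- myoblasts (passage 13, 250/well) treated 48 h at 37C with compounds at 1:260 dilution of DMSO stock. Lysed, then beta-galactosidase activity read as FDG fluorescence (ex 480/em 540) after 30 min, with pre-read for autofluorescence.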
# uPA generation – qHTS for Inhibitors of Cell Surface uPA Generation | Potency, µM (series often up to 38.3 µM), without a hit: top-dose activity change, negative = inhibition, actives largely listed as inhibitors | AID 540303, 2011 | cell surface uPA generation assay, qHTS | actives 0.31% (n = 330,000); active = well fitted inhibition curve with a large enough effect; inconclusive = small, poorly fitted or top-dose-only effect; inactive = no such curve, though single readings can be large or run the other way; tested in mouse RAW 264.7 cells; also: potency is read from the fitted curve at half-maximal effect; % is scaled to controls: 0 for no effect and ±100 for the full control effect; nearly all actives have a fitted effect of over 55% in size
# BRCA1 expr act – qHTS Assay to Identify Small Molecule Activators of BRCA1 Expression. MCF7-BRCA1-FFLuc reporter, luminescence, 48 h; response scale: scaled: vehicle 0%, 10 µM genistein 100%. Potency, µM (highest dose often 46.1 µM), for inactives: at the highest dose activation, most hits filed as activators. actives 1.1% (n = 380,000); also: potency is read from the fitted curve at half-maximal effect; nearly all actives have a fitted effect of over 80% in size; some results filed as inactive show a strong effect at the top dose
#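 Cells: MCF7-BRCA1-FFLuc, 2000/well. Exposure: 48 h, 37 °C, 5% CO2. Read: luminescence, 15 min post-substrate. Controls: genistein 10 microM (maximal activation), DMSO (neutral).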
# B2AR arrestin – qHTS assay of beta-arrestin-biased ligands of beta2-adrenergic receptor; beta-arrestin recruitment to beta2AR, cell-based reporter; actives 0.02% (n = 330,000); Potency, µM (titrated, usually from 46.1 µM), inactives show top-dose activation, actives largely listed as activators;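 also: potency is read from the fitted curve at half-maximal effect; 0% = DMSO controls and full agonism = EC100 isoproterenol or metaproterenol; nearly all actives have a fitted effect of over 65% in size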
# S-ASM inh – Inhibitors of Secretory Acid Sphingomyelinase (S-ASM): qHTS | AID 504937, 2011 | actives 0.006% (n = 340,000) | placental ASM, HMU-PC fluorogenic substrate, 60 min | Potency, µM (top dose mostly 57.5 µM), for the others: at the highest dose activity change, negative = inhibition, most hits filed as inhibitors | Sphingomyelin phosphodiesterase (Homo sapiens), P17405; also: potency is read from the fitted curve at half-maximal effect
#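 Human placenta-derived ASM enzyme was preincubated with compound for 10 minutes at room temperature, then given fluorogenic substrate HMU-PC0 (9 uM final) for 60 minutes at 37 °C; a pH 10 stop preceded fluorescence reading at Ex 386/Em 447 nm.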
# ELG1 genotoxic – qHTS screen for small molecules that induce genotoxicity in human embryonic kidney (HEK293T) cells expressing luciferase-tagged ELG1; actives 1.3% (n = 330,000); Potency, µM (doses to about 46 µM), inactives show at the top dose activity change, positive = activation, usual class: activators; HEK293T ELG1-luciferase reporter, luminescence, 16 h; also: potency is read from the fitted curve at half-maximal effect; % of control where 0% means no effect; nearly all actives have a fitted effect of over 60% in size
#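 Luminescence read-out: rising ELG1-luciferase signal, reflecting elevated ELG1 protein under genetic stress, flags genotoxic compounds. Cells were treated for 16 hr at 37 °C before ONE-Glo detection.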
# TSG101-PTAP inh – qHTS Assay for Iinhibitors of HIV-1 Budding by Blocking the Interaction of PTAP/TSG101; Tumor susceptibility gene 101 protein (Homo sapiens), Q99816; Fluorescence polarization, FITC-PTAP peptide / Tsg101 binding; Potency, µM (highest dose often 115 µM), for inactives: top-dose activity change, negative = inhibition, hits mostly inhibitors; 340,000 tested, under 10 active; active = well fitted inhibition curve with a large enough effect in the main read-out, with a control signal flat, not every such curve was filed as active; inconclusive = small, poorly fitted or top-dose-only effect, or effect the other way, or a change in a side signal; inactive = no such curve, though single readings can be large or run the other way; also: potency is read from the fitted curve at half-maximal effect; % of control where 0% means no effect
# Target sequence (Q99816 whole entry, looked up): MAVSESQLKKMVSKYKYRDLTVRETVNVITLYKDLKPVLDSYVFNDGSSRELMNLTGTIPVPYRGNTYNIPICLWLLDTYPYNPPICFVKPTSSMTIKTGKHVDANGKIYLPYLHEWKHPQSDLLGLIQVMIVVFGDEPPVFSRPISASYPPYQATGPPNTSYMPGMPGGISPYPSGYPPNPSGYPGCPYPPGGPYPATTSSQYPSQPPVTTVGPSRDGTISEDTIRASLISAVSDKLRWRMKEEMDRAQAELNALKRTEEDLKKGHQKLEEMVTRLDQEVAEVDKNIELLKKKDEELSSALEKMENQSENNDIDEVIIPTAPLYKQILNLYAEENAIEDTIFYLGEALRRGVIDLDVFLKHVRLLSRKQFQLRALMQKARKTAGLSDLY
#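 Fluorescence anisotropy tracks displacement of a FITC-tagged PTAP peptide (50 nM) from the Tsg101 binding domain (10 uM), following a 20 min room-temperature incubation at pH 7.5.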
# Active calls of the source: *; ? = inconclusive; · = not tested or not shown; [ ] = remark or other dose. Unless noted, calls follow the shape of the dose curve; as a rule, active = well fitted curve in the direction sought with a large enough effect; inconclusive = small, poorly fitted or top-dose-only effect, or another doubt; inactive = no such curve, though single readings can be large; an effect the other way counts as inactive or inconclusive.
SMILES,USP2a block,Eya2 phos inh,p53 reactivator,TRPV1 ag,Integrin act MD,uPA generation,BRCA1 expr act,B2AR arrestin,S-ASM inh,ELG1 genotoxic,TSG101-PTAP inh
COC(=O)c1ccc(NS(=O)(=O)c2cc3c4c(c2)CCC(=O)N4CCC3)cc1,1%,-13%,-1%,-3,28%,-20%,-30%,0.1%,-2%,-9%,-1%
O=C(c1ccccc1)N1CCOC12CCN(c1ncc(C(F)(F)F)cc1Cl)CC2,2%,-11%,-2%,-3,-26%,1%,-26%,-0.1%,-7%,-15%,-1%
CCOC(=O)CS(=O)(=O)CC(=O)Nc1ccc([N+](=O)[O-])cc1OC,3%,3%,-3%,0,-2%,-10%,-3%,-0.1%,-2%,-3%,-2%
C=C(C)c1cccc(C(C)(C)NC(=O)N2CCCC(C)C2)c1 (stereo not given),0%,6%,-3%,1,-47%[inhibitor],5%,-39%,10%,0%,-5%,-1%
O=C(CN(Cc1ccc(Br)cc1)S(=O)(=O)c1ccccc1)NCc1cccnc1,-2%,2%,-17%,?,5%,5%,-8%,-0.6%,5%,-19%,-7%
C#Cc1ccc([C@@H]2C=C(C(=O)N3CCN(Cc4ccc5c(c4)OCO5)CC3)O[C@H](OCCCCO)C2)cc1,0%,-8%,-5%,0,-12%,1%,6%,-0.3%,5%,-18%,0%
Cc1nc2ccccc2nc(=O)c1NNc1ccc([N+](=O)[O-])cc1,-1%,8%,1%,-1,9%,4%,-55%,-0.6%,7%,1%,1%
CC1(CC(=O)O)SC(=O)NC1=O (stereo not given),0%,-17%,3%,·,39%[7.66 µM],-1%,3%,-1.0%,2%,-3%,0%
Cc1ccc(NC(=O)CN2C(=O)CSC2=O)cc1,0%,4%,3%,-1,-26%,0%,10%,-0.2%,4%,4%,1%
CCOc1cc(C(=O)N[C@@H](C)C(=O)N2CCC3(CC2)NCCc2[nH]cnc23)cc(OCC)c1OCC,-4%,-6%,-8%,-2,17%,1%,-10%,0.0%,4%,4%,0%
C=CCC[C@H](Cc1ccc(F)cc1)C(=O)OC[C@H](C)NC(=O)[C@@H](CC=C)CC(=O)N[C@H](CO)Cc1ccccc1,-2%,5%,-4%,·,-10%,-16%,-48%,-0.1%,-9%,-5%,1%
Cc1ccc(Nc2cc(=O)oc3ccccc23)c(C)c1,-1%,?,-4%,12,-9%,-1%,-6%[1.84 µM],-1.2%,-1%,-2%,-3%
Clc1ccc(OCCOCCN2CCCCC2)c(Br)c1,-2%,26%,-2%,10,4%,-4%,2%[1.84 µM],0.2%,1%,0%,-3%
CSc1nsc(SC)c1C(=O)OCC(F)(F)F,3%,-2%,5%,-2,32%,-3%,-8%,-0.6%,-3%,2%,-6%
CC(=O)Oc1ccc(N2C(=O)C3C(C2=O)C2C=CC3C23CC3)cc1[N+](=O)[O-] (stereo not given),3%,1%,-2%,19,0%,17%,13%,2.9%,-2%,-2%,1%
O=C(COc1ccc(S(=O)(=O)NCc2ccccc2)cc1)N1CCOCC1,-1%,0%,-2%,-4,31%,1%,10%,0.2%,-2%,1%,1%
CCCN1C(=O)/C(=C/c2ccc(C)s2)SC1=Nc1ccc(OC)cc1,4%,-3%,-3%,22,-9%,-5%,-15%,0.4%,-15%,2%,3%
O=C(O)C1OC(C(=O)O)C(C(=O)O)C1C(=O)O (stereo not given),·,·,·,·,12%,11%,-12%,·,-2%,·,-2%
Cc1ccccc1N(C=O)c1ccccc1C,·,·,·,·,-4%,2%,-4%,·,-2%,·,0%
O=C1CC2(CCN(C(=O)COc3ccccc3)CC2)Oc2ccccc21,1%,8%,-5%,?,25%,3%,-4%,0.3%,2%,0%,-3%
CC(=O)N1CCCN(Cc2cn(-c3cccc(C)c3)nc2-c2cccc(F)c2)CC1,4%,10%,2%,?,3%,4%,53%,-0.1%,-1%,-2%,-6%
CCCCn1nc(-c2ccccc2)c2nc3ccccc3nc21,1%,2%,10%,?,·,·,·,0.0%,·,1%,·
O=C(C1=NN[C@@H]2C(=O)N(Cc3ccccc3)C(=O)[C@H]12)c1ccc(F)cc1,0%,-6%,-1%,?,3%,5%,13%,-0.2%,-3%,-2%,0%
CCCc1c(C)[nH]c2ccc(NC(C)=O)cc2c1=O,-2%,-10%,4%,-1,-11%,11%,0%,-0.9%,-1%,-4%,-16%
O=C(Cn1cnc2c(cnn2-c2ccc(F)cc2)c1=O)OCc1ccccc1,5%,-6%,-2%,-10,13%,-2%,3%,-0.2%,-1%,5%,0%

# (more compounds)
SMILES,USP2a block,Eya2 phos inh,p53 reactivator,TRPV1 ag,Integrin act MD,uPA generation,BRCA1 expr act,B2AR arrestin,S-ASM inh,ELG1 genotoxic,TSG101-PTAP inh
COc1ccc([C@@H]2[C@@H]3C(=O)N(C(C)(C)C)C(=O)[C@@H]3[C@]3(Cc4ccccc4)C(=O)N(c4cccc(Cl)c4)C(=O)N23)cc1,0%,9%,-4%,0,7%,2%,-29%,-0.5%,-6%,16%,-1%
Cc1ccc(C)n1-n1cnc2sc3c(c2c1=O)CCC3,2%,17%,-2%,17,-29%,1%,-10%,0.3%,-1%,-1%,-14%
C=CC[C@H](CC(=O)N(CCO)Cc1ccccc1)C(=O)N[C@H](C)COC(=O)[C@@H](CC=C)Cc1ccc(F)cc1,-8%,-4%,-3%,·,24%,-10%,-33%,0.6%,2%,-4%,·
Cc1cc[n+](-c2[nH]c(=O)sc2/C=N/N=C(\[O-])c2ccncc2)cc1,3%,-2%,6%,2,?,3%,7%,0.2%,-2%,-2%,-13%
CCCn1nnc(NC(=O)COc2ccc(CC)cc2)n1,4%,9%,5%,3,19%,-4%,-4%,-0.1%,3%,1%,-3%
CC(C)(C)c1ccc(OC(=O)c2cccnc2)cc1,-1%,-11%,-4%,-1,0%,1%,-1%,0.1%,-1%,2%,-4%
COc1ccc(C)cc1NC(=O)C(Sc1nnc(Nc2ccccc2F)s1)c1ccccc1 (stereo not given),-1%,5%,7%,-5,5%,3%,-54%,-0.9%,·,-1%,-1%
COc1ccc(N(C)C(=O)c2cc3c(s2)-c2ccccc2S(=O)(=O)C3)cc1,0%,8%,-2%,17,10%,-6%,0%,-0.1%,-1%,-8%,-4%
CSc1ccccc1NC(=O)c1cccc(S(=O)(=O)N2CCN(C)CC2)c1,2%,3%,14%,2,-1%,-30%,4%,-1.1%,-4%,?,-4%
COC(=O)c1ccc(C)c(-n2c(=O)n(Cc3ccccc3)c(=O)c3[nH]cnc32)c1,6%,4%,-9%,0,-64%[inhibitor],-13%,-26%,0.3%,8%,0%,-5%
Cc1cc(C)c(S(=O)(=O)N2CCOC2CNC(=O)C(=O)NCc2cccnc2)c(C)c1 (stereo not given),0%,3%,-5%,0,-14%,2%,-19%,-0.6%,-1%,1%,-6%
Cc1cccc(Nc2ccncc2S(N)(=O)=O)c1,·,·,·,·,0%,0%,0%,·,7%,·,2%
O=C1CCCCC(=O)c2ccccc2N1,-7%,21%,-6%,6,4%,-1%,2%,-1.0%,6%,0%,-7%
COc1ccccc1CN1Cc2cccc3c2[C@@H](CC1=O)[C@H](O)[C@H](O)C3,-2%,2%,-14%,-1,7%,17%,-9%,-0.1%,3%,0%,-2%
Cn1c(=O)c(C(=O)Nc2cnccn2)c(O)c2ccccc21,0%,12%,28%,-3,·,·,·,0.1%,·,16%,·
COC(=O)c1[nH]c2cccc(OC)c2c1NC(=O)CN1CCOCC1,-2%,-1%,-2%,-2,10%,0%,-8%,0.6%,2%,3%,-1%
O=C(NC1CC2CCC(C1)N2C(=O)NCc1ccccc1)NC12CC3CC(CC(C3)C1)C2 (stereo not given),0%,-10%,-4%,1,12%,2%,21%,-0.3%,-1%,-3%,0%

# Screens from PubChem.

# No enrichment for hits; any-hit rate near 2.6%.
